MEKK2 WT-MEK5 = raises or lowers MEK5 binding to wildtype human MEKK2 PB1 domain; binding response (% of control), % at 10 µM; Q9Y2U5; AID 1531; 290,000 compounds, 1.1% hits; bead flow cytometry, Alexa488-MEK5 binding to MEKK2 WT; actives lie on both sides; in the data active = binding response below about 67% or above about 130%; inconclusive = no clear call, values can overlap the other calls; inactive = in between
MEKK2 mut-MEK5 = signal of MEK5 binding to mutant human MEKK2 PB1 domain; percent response, % at 10 µM; AID 1530; 290,000 compounds, 0.35% hits; bead flow cytometry, Alexa488-MEK5 binding to MEKK2 mutant; in the data active = percent response above about 24%, passing the limit was not always enough; note: inactives centre near 1; some results filed as inactive read as strong as hits
SUMO HTRF inh = blocks human SUMOylation mediated by UBC9 | P63279 | HTRF SUMOylation assay, SAE1/SAE2 + UBC9, in vitro | inhibition, % at 35 µM | 290,000 compounds, 0.36% hits; in the data active = inhibition above about 50%, passing the limit was not always enough; inconclusive = no clear call, values can overlap the other calls; note: strong numbers were not always called active
Target sequence (P63279 whole entry, looked up): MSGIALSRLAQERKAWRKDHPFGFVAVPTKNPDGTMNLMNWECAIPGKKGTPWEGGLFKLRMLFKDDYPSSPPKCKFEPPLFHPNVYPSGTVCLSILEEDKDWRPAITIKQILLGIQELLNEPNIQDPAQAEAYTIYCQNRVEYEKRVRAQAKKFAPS
IMP-1 inhibitor = inhibitors of Pseudomonas aeruginosa IMP-1 metallo-beta-lactamase; inhibition, % at 5.6 µM; 290,000 compounds, 0.45% hits; purified IMP-1, nitrocefin hydrolysis, epi-absorbance fluorescence;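 active = inhibition above the mean plus 3 SD of all compounds in the same screening run, cut at about 4.5% in these data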;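 note: 0% = IMP-1 with DMSO and 100% = DMSO wells lacking enzyme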
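assay system = purified recombinant IMP-1 metallo-beta-lactamase enzyme | schedule = 15 min preincubation plus 25 min reaction at 25 °C | signal = Epi-absorbance fluorescence, 480 nm excitation, 530 nm emission | read-out basis = percent inhibition from optical density relative to buffer-blank wells | controls = IMP-1 with DMSO as 0%, enzyme-free DMSO as 100%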
DNA FID counter = displaces DNA intercalator in HCV helicase counter-screen | DNA fluorescent intercalator displacement, fluorescence | inhibition, % at 7.9 µM | 290,000 compounds, 0.17% hits | AID 1845; in the data active = inhibition above about 37%;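 note: 0% = vehicle and 100% = reference compound; higher means more ethidium bromide displaced from hairpin DNA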
NALP1 yeast inh = blocks the NALP1 inflammasome reconstituted in yeast. inhibition, % at 10 µM. S. cerevisiae NALP1/ASC/caspase-1 growth, X-gal OD620, 72 h. AID 2071. 280,000 compounds, 0.61% hits; in the data active = inhibition mostly above about 24%, no sharp cut-off; inactive = mostly below about 32%; note: some compounds called inactive have numbers as strong as hits
HCV NS3 hel inh = inhibitors of Hepatitis C virus NS3 helicase. 290,000 compounds, 0.56% hits. AID 1800. NS3 helicase DNA unwinding, Cy5 molecular beacon fluorescence. inhibition, % at 10.9 µM;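 active = inhibition above the mean of all tested compounds plus 3 SD, set per campaign, cut at about 35% in these data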;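 note: 0% = DMSO wells and 100% = thioflavine S control wells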
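System: NS3 helicase fragment of HCV / Schedule: 1 h at 25 °C / Control set: DMSO alone as 0% and 110 µM thioflavine S as 100% / Reagent: Cy5/quencher beacon DNA duplex and ATP to start / Technique: Cy5 fluorescence / Replication: singlicate / Evaluation: % inhibition of end-to-start signal ratio versus controls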
PfM18AAP inh = PfM18AAP enzyme inhibition. recombinant PfM18AAP, H-Glu-NHMec fluorogenic cleavage. inhibition, % at 7.35 µM. 290,000 compounds, 1.2% hits. AID 1822;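 active = inhibition above the campaign mean inhibition over all tested compounds plus 3 SD, cut at about 28% in these data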;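 note: 0% = plate median of test compound wells and 100% = 2 mM ZnCl2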
VIM-2 inhibitor = blocks Pseudomonas aeruginosa VIM-2 metallo-beta-lactamase | purified VIM-2, nitrocefin hydrolysis, epi-absorbance fluorescence | inhibition, % at 5.6 µM | 290,000 compounds, 0.89% hits;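 active = inhibition above the mean of all tested compounds plus 3 SD, cutoff set per screening run, cut at about 7.5% in these data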;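 note: red hydrolysis product quenches plate fluorescence so inhibitors raise well fluorescence; 0% = enzyme with DMSO and 100% = DMSO without enzyme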
Numbers without * were called inactive; ? = inconclusive; . = not tested or not shown.

No.	molecule	MEKK2 WT-MEK5	MEKK2 mut-MEK5	SUMO HTRF inh	IMP-1 inhibitor	DNA FID counter
1	COC(=O)C(Cc1ccccc1)NC(=O)CCNC(=O)c1ccc(Br)cc1 (stereo not drawn)	95	-6	-13	1.3	-30
2	COC(=O)c1ccc(CSc2ccc3nnc(-c4ccccn4)n3n2)o1	107	8	12	-3.8	-16
3	O=C(CCN1CCCCC1)c1ccc2c(c1)OCCO2	100	0	19	-6.3	-4
4	O=C(Cn1cncn1)N1CCN(c2ccc(F)cc2)CC1	94	-3	11	-2.0	3
5	Nc1[nH]c(=O)[nH]c(=O)c1N=Nc1ccc(C(=O)O)cc1	115	17	-8	-3.3	-7
6	O=C(CCCNC(=O)c1ccc(Cl)cc1)Nc1ccc(Br)cc1	100	1	3	-1.1	-11
7	CC(C)C[C@H](NC(=O)C1CC(=O)N(c2ccc3c(c2)OCO3)C1)C(=O)NC1CCCC1 (stereo partly drawn)	101	1	14	-4.4	-22
8	Cc1c(Br)c([N+](=O)[O-])nn1C(C)C(=O)Nc1c(C)n(C)n(-c2ccccc2)c1=O (stereo not drawn)	100	0	13	-2.1	3
9	CN(C)CCNc1nc2sc3c(c2c(=O)n1-c1ccccc1)CCCCC3	106	-18	-9	-1.0	10
10	NC(=S)N/N=C1\CC(c2ccc3c(c2)OCCCO3)Oc2ccc(F)cc21 (stereo not drawn)	91	-11	-4	0.4	-12
11	Fc1ccc2[nH]c3c(N4CCSCC4)ncnc3c2c1	108	7	25	1.4	6
12	NNC(=O)COc1ncn(-c2ccccc2)n1	105	7	6	-3.8	-12

No.	NALP1 yeast inh	HCV NS3 hel inh	PfM18AAP inh	VIM-2 inhibitor
1	11	32	12	1.7
2	.	-1	4	21*
3	28	-4	-121	-3.4
4	16	-1	3	-2.5
5	11	13	10	-2.1
6	18	-19	1	-1.7
7	-1	11	5	-0.9
8	9	3	-8	-1.6
9	.	-18	1	-0.1
10	.	10	-14	-1.4
11	7	-6	-4	2.6
12	0	-1	-3	-2.3

Further structures.
No.	molecule	MEKK2 WT-MEK5	MEKK2 mut-MEK5	SUMO HTRF inh	IMP-1 inhibitor	DNA FID counter
13	O=C(NC1CC2CCC(C1)N2Cc1nnnn1Cc1ccco1)NC12CC3CC(CC(C3)C1)C2 (stereo not drawn)	110	2	6	0.0	-13
14	COc1ccc(NC(=O)COC(=O)[C@@H]2CCCN2C(=O)c2cccs2)c(OC)c1	101	-1	-8	0.1	-16
15	O=C(Nc1nnc(-c2ccc(Cl)cc2)o1)c1ccccc1Br	113	12	5	-5.8	-15
16	Cn1c(=O)c2c(ncn2CC(COCc2ccccc2)OCc2ccccc2)n(C)c1=O (stereo not drawn)	101	-1	-4	-2.4	-26
17	CCCOc1ccc(N2C(=O)CC(N3CCN(S(=O)(=O)c4ccccc4)CC3)C2=O)cc1 (stereo not drawn)	99	-3	-3	-3.5	-32
18	O=C(OCCNC(=O)c1cc2ccccc2oc1=O)c1cccnc1	106	0	5	-0.6	4
19	COCCn1c(C)cc(C(=O)CSc2nc3ccccc3s2)c1C	85	-4	-2	-2.1	-5
20	CCOC(=O)c1cc(-c2cc(OC)c(OC)c(OC)c2)nc2c1c(=O)[nH]c(=O)n2Cc1ccccc1	92	-1	?	-1.9	-6
21	O=C(Cc1cccs1)NCc1cccnc1	104	3	-19	-2.6	-5
22	COc1cc(CNC2CCCCCCC2)cc(Br)c1OCC#N	108	0	-7	-0.9	18
23	O=c1[nH]c(CN2CCN(C/C=C/c3ccccc3)CC2)nc2cc(Cl)ccc12	114	7	4	-2.9	8
24	NC(=NC(=O)c1cccc(C(F)(F)F)c1)c1ccc(C(F)(F)F)cn1	105	-3	-25	-1.9	4

No.	NALP1 yeast inh	HCV NS3 hel inh	PfM18AAP inh	VIM-2 inhibitor
13	0	9	-1	0.3
14	1	-1	-1	-3.9
15	-9	8	-2	-4.4
16	4	3	-2	-2.0
17	11	3	-2	-0.9
18	5	-3	-1	-1.8
19	18	3	3	-0.2
20	26	3	-5	-2.8
21	3	3	1	-4.3
22	53	-24	0	-2.4
23	14	-5	-8	-4.2
24	-1	19	1	-3.3

Excerpt: entries 1–12
No.	molecule	MEKK2 WT-MEK5	MEKK2 mut-MEK5	SUMO HTRF inh	IMP-1 inhibitor	DNA FID counter
1	COC(=O)C(Cc1ccccc1)NC(=O)CCNC(=O)c1ccc(Br)cc1 (stereo not drawn)	95	-6	-13	1.3	-30
2	COC(=O)c1ccc(CSc2ccc3nnc(-c4ccccn4)n3n2)o1	107	8	12	-3.8	-16
3	O=C(CCN1CCCCC1)c1ccc2c(c1)OCCO2	100	0	19	-6.3	-4
4	O=C(Cn1cncn1)N1CCN(c2ccc(F)cc2)CC1	94	-3	11	-2.0	3
5	Nc1[nH]c(=O)[nH]c(=O)c1N=Nc1ccc(C(=O)O)cc1	115	17	-8	-3.3	-7
6	O=C(CCCNC(=O)c1ccc(Cl)cc1)Nc1ccc(Br)cc1	100	1	3	-1.1	-11
7	CC(C)C[C@H](NC(=O)C1CC(=O)N(c2ccc3c(c2)OCO3)C1)C(=O)NC1CCCC1 (stereo partly drawn)	101	1	14	-4.4	-22
8	Cc1c(Br)c([N+](=O)[O-])nn1C(C)C(=O)Nc1c(C)n(C)n(-c2ccccc2)c1=O (stereo not drawn)	100	0	13	-2.1	3
9	CN(C)CCNc1nc2sc3c(c2c(=O)n1-c1ccccc1)CCCCC3	106	-18	-9	-1.0	10
10	NC(=S)N/N=C1\CC(c2ccc3c(c2)OCCCO3)Oc2ccc(F)cc21 (stereo not drawn)	91	-11	-4	0.4	-12
11	Fc1ccc2[nH]c3c(N4CCSCC4)ncnc3c2c1	108	7	25	1.4	6
12	NNC(=O)COc1ncn(-c2ccccc2)n1	105	7	6	-3.8	-12

No.	NALP1 yeast inh	HCV NS3 hel inh	PfM18AAP inh	VIM-2 inhibitor
1	11	32	12	1.7
2	.	-1	4	21*
3	28	-4	-121	-3.4
4	16	-1	3	-2.5
5	11	13	10	-2.1
6	18	-19	1	-1.7
7	-1	11	5	-0.9
8	9	3	-8	-1.6
9	.	-18	1	-0.1
10	.	10	-14	-1.4
11	7	-6	-4	2.6
12	0	-1	-3	-2.3

Next records.
No.	molecule	MEKK2 WT-MEK5	MEKK2 mut-MEK5	SUMO HTRF inh	IMP-1 inhibitor	DNA FID counter
25	CCCC(C)NC(=O)c1ccccc1SC (stereo not drawn)	98	-1	20	-2.6	-2
26	O=C(CCCN1C(=O)/C(=C\c2ccccc2)SC1=S)Nc1ccccc1O	110	17	5	-3.8	-5
27	CC(C)(C)c1ccc(C2(C)NC(=O)N(CC(=O)Nc3ccc4c(c3)OCO4)C2=O)cc1 (stereo not drawn)	89	2	-19	-5.7	-22
28	Cc1ccc(NC(=O)CSc2nnc(-c3ccc(S(=O)(=O)N4CCOCC4)cc3)n2C)cc1	97	-1	23	-2.6	-1
29	CC(C)(C)c1ccc(C(=O)Nc2ccc(C(=O)N3CCCC3)cc2)cc1	105	6	20	-2.3	-38
30	COc1ccc2nc(NC(=O)CSC3=NCCS3)sc2c1	91	-8	6	-6.8	-8
31	COc1ccc(OC)c(NC(=O)C(=O)/C=C(\O)c2cc(OC)ccc2OC)c1	99	-2	23	-0.4	-24
32	Nc1cc(=O)[nH]c(SCCSc2ccc(F)cc2)n1	102	-1	-10	-2.7	-9
33	Cc1ccc(C)c2[nH]c(=O)c(CCNC(=O)c3cccs3)cc12	96	-3	-2	-2.7	-17
34	NC(=O)NC(=O)COC(=O)/C=C/c1cccs1	91	-2	7	-2.9	-5
35	COc1ccc(CC(=O)NNC(=O)c2ccco2)cc1OC	99	-3	-4	-3.1	-6
36	COc1ccc(CCn2ccc(O)c(Cc3ccc(Cl)cc3Cl)c2=O)cc1OC	100	7	-14	-1.9	-14

No.	NALP1 yeast inh	HCV NS3 hel inh	PfM18AAP inh	VIM-2 inhibitor
25	17	0	-5	0.4
26	-19	-2	-4	-2.3
27	10	-10	-3	-2.7
28	10	11	2	-3.5
29	22	-7	-6	-0.7
30	6	-15	0	-3.7
31	5	20	-1	-0.9
32	4	-20	-2	-0.1
33	13	7	5	-3.8
34	-11	1	-4	-2.4
35	4	6	1	-2.4
36	4	7	-1	-0.1

Further entries follow:
No.	molecule	MEKK2 WT-MEK5	MEKK2 mut-MEK5	SUMO HTRF inh	IMP-1 inhibitor	DNA FID counter
37	O=S(=O)(c1ccccc1)n1nc(-c2ccccc2)nc1NCc1ccco1	99	1	-13	-3.4	-13
38	O=C1[C@@H]2C(c3cccnc3)=NO[C@@H]2C(=O)N1c1ccc(Br)cc1	100	-1	10	-2.9	0
39	CC(C)Oc1ccc(C(CC(=O)O)c2ccc(F)cc2)cc1 (stereo not drawn)	70	-11	-5	0.9	-20
40	CCCc1ccc(C(=O)Cn2nc(C(=O)O)c3ccccc3c2=O)cc1	107	-1	5	-2.9	-3
41	CCOc1ccc(/C=N/NC(=O)C(C)N(c2ccc(OC)cc2)S(C)(=O)=O)cc1 (stereo not drawn)	98	1	35	-1.8	-17
42	CN(C)/C=N/NC(=O)c1ccccc1	98	-3	16	-2.9	-5
43	Cc1cccc(Oc2nc(-c3ccccn3)nc3ccccc23)c1	96	-2	5	-3.7	-3
44	O=c1cc(-c2ccc(Cl)cc2)[nH]c2ccccc12	84	-24	13	2.8	-3
45	O=c1c2ccccc2nc(-c2ccccc2)n1/N=C/c1ccc([N+](=O)[O-])cc1	105	10	2	-2.0	4
46	N#Cc1c(SCC(=O)Nc2ccc(Cl)cc2Cl)sc2c(O)cc(=O)[nH]c12	100	4	14	-0.3	-7
47	CCn1c(NC(=O)c2ccccc2)c(-c2cccs2)c(=O)c2ccccc21	82	-13	8	-0.9	-1
48	COc1ccc(CNC(=O)OCCN2CCN(Cc3ccccc3)CCC2=O)cc1	98	-3	-18	-3.0	-13
49	O=C(CSc1nnc(-c2ccc(O)cc2)n1Cc1ccccc1)NNC(=O)c1ccc(Br)cc1	97	-1	-5	-3.5	-35
50	CCCCOCC1CC(CC#CCN2CCCCC2)C(=O)O1 (stereo not drawn)	94	-8	-6	-0.2	11
51	CCOc1c(C)cnc2c1c(=O)n(Cc1ccc(Cl)cc1)c(=O)n2C	100	3	-1	-4.6	-28

No.	NALP1 yeast inh	HCV NS3 hel inh	PfM18AAP inh	VIM-2 inhibitor
37	9	10	8	-0.8
38	-21	0	5	-0.9
39	.	15	-8	1.0
40	11	-1	7	-4.3
41	10	5	3	-0.8
42	19	3	-3	-0.7
43	5	-7	3	-3.5
44	13	14	4	0.2
45	31	0	-9	-1.6
46	0	30	11	-1.8
47	-19	0	6	-3.9
48	25	-7	-2	-4.5
49	-6	-3	5	-7.5
50	-8	6	4	0.6
51	12	22	-2	-7.9
